Source: PubChem (Sanford-Burnham Center for Chemical Genomics)
APJ agonist: APJ receptor agonism. activation, % at 20 µM. P35414. CHO-K1 APJ PathHunter beta-arrestin, luminescence; 0% DMSO wells, 100% apelin. 0.11% of 330,000 active;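 active = activation more than six SD over the plate average, tested at 20 µM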;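 note: 0% = DMSO alone and 100% = apelin-13 at 10 nM; some results filed as inactive read as strong as hits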
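Test system – PathHunter CHO-K1 APJ (AGTRL-1) beta-arrestin reporter cells · Input – 1000 cells/well · Compound – single test compound dose, 20 µM final, 1% DMSO · Times – compound stimulation 90 min at 25 °C, detection 60 min · Technique – beta-gal luminescence · Read-out basis – APJ–arrestin association signal · Control set – negative DMSO alone, positive Apelin-13 at 10 nM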
tim23-1 inh: tim23-1 yeast growth inhibition; inhibition, % at 20 µM; 1.3% of 330,000 active; S. cerevisiae tim23-1 growth, BacTiter-Glo luminescence, 24 h;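 active = growth inhibition of the mutant yeast at or above 50%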;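 note: temperature-sensitive mutant grown at 25 °C; plate controls were DMSO-treated mutant yeast for no effect and medium wells lacking yeast for full effect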
tim10-1 inh: growth inhibitors of tim10-1 mutant yeast. S. cerevisiae tim10-1 ts strain growth, BacTiter-Glo, 24 h. AID 463190. 2.2% of 330,000 active. inhibition, % at 20 µM;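 active = inhibition of at least 40%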;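 note: mutant grown at 25 °C; 0% = DMSO wells with yeast and 100% = wells holding no yeast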
UPR CHOP act: apoptotic UPR (CHOP) activation; activation, % at 10 µM; 0.34% of 330,000 active; CHO-CHOP luciferase reporter, luminescence; percent of tunicamycin response over DMSO baseline;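 active = at 10 µM dose, activation of 40% or more, normalized to positive control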;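 note: 100% = tunicamycin at 10 µg/mL and 0% = DMSO alone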
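Assay system: CHO cells with stable CHOP pathway luciferase reporter; Buffer or medium: F12 plus 10% serum; Times: 16-18 h cell attachment, then 6 h compound exposure, 37 °C; Signal: luciferase luminescence; Read-out basis: percent activation relative to tunicamycin control; Control set: tunicamycin high control, DMSO low control.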
APJ antag: antagonists of human APJ apelin receptor | P35414 | CHO-K1 APJ beta-arrestin complementation, luminescence | inhibition, % at 20 µM | 0.32% of 330,000 active;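 active = inhibition above about 40% at 20 µM, limit read from the data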;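 note: cells challenged with 10 nM apelin-13 agonist together with compound; plate controls were apelin-13 plus DMSO wells for no effect and DMSO wells lacking apelin-13 for full effect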
CXCR6 inh: blocks human CXCR6 beta-arrestin recruitment; 0.36% of 360,000 active; CHO-K1 PathHunter CXCR6 beta-arrestin, luminescence; inhibition, % at 20 µM; AID 602244; in the data active = inhibition above about 34%, passing the limit was not always enough;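 note: antagonist mode with CXCL16 agonist at 10 nM final; 0% = 10 nM CXCL16 with DMSO and 100% = unstimulated wells without agonist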
XBP1 UPR activ: adaptive UPR (XBP1) activation; CHO-XBP1 luciferase reporter, IRE1-XBP1 UPR activation, luminescence; percent of tunicamycin response, DMSO as zero; activation, % at 20 µM; 0.33% of 330,000 active; AID 463104;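 active = versus positive control, 20 µM dose yields 30% or more activation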;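 note: 100% = tunicamycin at 10 µg/mL and 0% = DMSO only wells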
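Material: IRE1-XBP1 luciferase reporter CHO line / Quantity: one thousand reporter cells per well / Buffer or medium: F12 with 10% serum / Compound: 20 µM single concentration, DMSO 1% / Times: 6 h treatment, 37 °C / Detection: Steady-Glo luciferase glow luminescence, 10 min after reagent addition / Benchmarks: tunicamycin high, DMSO low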
TIM10 inh: growth inhibitors of TIM10 yeast strain | 1.4% of 330,000 active | AID 463195 | S. cerevisiae TIM10 strain growth, BacTiter-Glo luminescence, 24 h | inhibition, % at 10 µM;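 active = inhibition of 40% or more at the single tested concentration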;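 note: wild-type TIM10 isogenic control strain grown at permissive 25 °C; 0% = DMSO yeast wells and 100% = minimal medium wells without yeast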
Mdm2-MdmX inh: inhibitors of human Mdm2/MdmX interaction. O15151+Q00987. SaOS-2 split-luciferase Mdm2/MdmX complementation, luminescence. inhibition, % at 8 µM. 3% of 330,000 active;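 active = inhibition of at least 50% at 8 µM in the primary screen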
Target sequence (O15151 whole entry, looked up): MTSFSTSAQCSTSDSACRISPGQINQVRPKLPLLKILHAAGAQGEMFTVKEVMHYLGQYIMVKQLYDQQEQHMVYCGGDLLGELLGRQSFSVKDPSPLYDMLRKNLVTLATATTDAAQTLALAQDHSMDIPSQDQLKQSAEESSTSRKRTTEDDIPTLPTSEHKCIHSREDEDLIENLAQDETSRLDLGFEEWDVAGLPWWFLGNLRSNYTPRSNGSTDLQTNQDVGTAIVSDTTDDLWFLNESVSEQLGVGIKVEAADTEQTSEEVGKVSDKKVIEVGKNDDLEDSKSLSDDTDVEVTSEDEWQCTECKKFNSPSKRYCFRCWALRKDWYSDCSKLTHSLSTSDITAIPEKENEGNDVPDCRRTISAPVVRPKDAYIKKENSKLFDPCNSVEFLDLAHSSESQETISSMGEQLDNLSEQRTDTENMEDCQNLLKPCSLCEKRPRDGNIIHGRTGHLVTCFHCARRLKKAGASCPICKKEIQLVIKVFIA
Target sequence (Q00987 whole entry, looked up): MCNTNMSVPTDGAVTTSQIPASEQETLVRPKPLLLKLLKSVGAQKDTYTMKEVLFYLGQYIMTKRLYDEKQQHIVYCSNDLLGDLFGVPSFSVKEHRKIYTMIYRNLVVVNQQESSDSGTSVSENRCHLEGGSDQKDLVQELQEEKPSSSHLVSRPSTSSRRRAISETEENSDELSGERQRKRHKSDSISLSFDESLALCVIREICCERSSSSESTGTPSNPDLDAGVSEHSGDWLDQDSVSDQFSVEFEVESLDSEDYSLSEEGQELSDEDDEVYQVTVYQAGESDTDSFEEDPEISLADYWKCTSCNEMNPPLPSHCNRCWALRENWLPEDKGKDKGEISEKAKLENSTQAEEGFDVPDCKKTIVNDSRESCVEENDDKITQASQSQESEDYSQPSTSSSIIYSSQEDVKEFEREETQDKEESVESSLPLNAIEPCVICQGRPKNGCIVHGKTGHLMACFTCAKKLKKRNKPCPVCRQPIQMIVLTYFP
* = called active by the depositor; · = not tested or not shown.

SMILES	APJ agonist	tim23-1 inh	tim10-1 inh	UPR CHOP act	APJ antag	CXCR6 inh	XBP1 UPR activ	TIM10 inh	Mdm2-MdmX inh
COc1ccc(OCC(=O)OCC(=O)NC2CCCC2)cc1	-5	12	6	-1.8	-3	2	1	1	11
O=C(NCc1ccc2c(c1)OCO2)C1COc2ccccc2O1 (configuration not stated)	0	-17	11	4.9	1	2	-1	2	-18
CC(=O)c1cnc2c(-c3ccccc3)c(C)nn2c1C	-4	7	9	-0.4	4	0	2	-6	12
CCOc1ccc2nc(SCC(=O)NC3CC3)sc2c1	-1	-3	-25	2.3	-28	-6	-1	-15	5
CC/C(=C/c1sc2ccccc2[n+]1CC)SC	-1	12	9	1.9	7	-4	-2	-10	-12
C=CCc1ccccc1OCC(=O)O	1	-1	13	0.8	18	5	0	-18	-2
CN1CCN(c2ccc(S(=O)(=O)N3CCCCC3)cn2)CC1	2	-4	-7	0.3	8	-31	-1	-16	5
Cc1ccccc1N(CC(=O)NC1CCCC1)C(=O)CS(=O)CC(=O)Nc1ccc2c(c1)OCO2 (configuration not stated)	-4	10	-2	1.6	-19	-2	0	0	14
CCOC(=O)c1cc(C#N)c(Nc2ccccc2OC)nc1C(F)(F)F	-1	0	-10	2.5	-7	-8	5	-17	19
O=C(Nc1cccc(F)c1)NC1CCCc2ccccc21 (configuration not stated)	3	20	30	0.3	-7	-16	0	23	20
Cc1ccccc1C(=O)NC(=S)Nc1ncccn1	-3	-3	-5	2.1	7	3	5	-2	-15
Cc1cccc(C)c1NC(=O)CN(C)CC(=O)Nc1ccccc1Br	0	12	23	0.4	3	-3	0	3	12
Cn1c(SCC(=O)NCc2ccc3c(c2)OCO3)nnc1-c1cccs1	1	3	20	-0.2	8	-7	1	10	17
CCOCCCNC(=O)CSc1ccccc1	-2	-3	6	1.6	3	-12	-1	9	8
CCC(=O)OCCn1c(=O)c2ccccc2c2ccccc2c1=O	-2	15	12	0.2	3	2	1	-1	6

A few values from above:
tim10-1 inh with `C=CCc1ccccc1OCC(=O)O` = 13
tim23-1 inh with `CCOCCCNC(=O)CSc1ccccc1` = -3
CXCR6 inh with `O=C(NCc1ccc2c(c1)OCO2)C1COc2ccccc2O1` (configuration not stated) = 2
CXCR6 inh with `Cc1ccccc1C(=O)NC(=S)Nc1ncccn1` = 3
APJ antag with `CC(=O)c1cnc2c(-c3ccccc3)c(C)nn2c1C` = 4
APJ antag with `CC/C(=C/c1sc2ccccc2[n+]1CC)SC` = 7

Ordered by count of non-hydrogen atoms (low to high): part of the list above
SMILES	APJ agonist	tim23-1 inh	tim10-1 inh	UPR CHOP act	APJ antag	CXCR6 inh	XBP1 UPR activ	TIM10 inh	Mdm2-MdmX inh
O=C(Nc1cccc(F)c1)NC1CCCc2ccccc21 (configuration not stated)	3	20	30	0.3	-7	-16	0	23	20
O=C(NCc1ccc2c(c1)OCO2)C1COc2ccccc2O1 (configuration not stated)	0	-17	11	4.9	1	2	-1	2	-18
Cc1cccc(C)c1NC(=O)CN(C)CC(=O)Nc1ccccc1Br	0	12	23	0.4	3	-3	0	3	12

Remaining list, next part.
SMILES	APJ agonist	tim23-1 inh	tim10-1 inh	UPR CHOP act	APJ antag	CXCR6 inh	XBP1 UPR activ	TIM10 inh	Mdm2-MdmX inh
COc1ccc(CCNC(=O)CSc2nnc(-c3cccc(F)c3)o2)cc1OC	-5	-18	-10	-0.9	4	2	-3	2	-14
Cc1ccc(C(=O)NCC(=O)OCCOc2ccccc2Cl)cc1	-4	-4	-7	3.8	3	-2	6	-8	-3
COc1ccc(-c2cc([C@H]3[C@@H]4C=CCC[C@@]4(C)C(=O)N3Cc3ccccc3)ccc2F)cc1OC	2	24	17	2.1	21	13	-1	11	43
O=C(O)C1CCCN(CCC=C(c2ccccc2)c2ccccc2)C1 (configuration not stated)	9	5	1	-0.8	7	-4	-2	10	-14
COC(=O)c1cc(C)nc(Sc2ccccc2N)n1	6	11	12	11	8	·	1	19	9
O=C(CN1CCc2ccccc2C1)Nc1ccc(F)cc1	-3	11	1	-0.1	-5	-4	-3	-8	13
Cc1ccc(/C(N)=N/OC(=O)C23CC4CC(CC(C4)C2)C3)cc1	6	80*	58*	3.9	-10	-25	7	85*	20
O=C(O)c1ccc(COCC(F)(F)F)cc1	-1	-8	-20	0.0	3	-4	2	0	17
Cc1cn(S(=O)(=O)c2ccccc2[N+](=O)[O-])cn1	-4	20	11	-0.6	6	9	0	28	-3
COCCNC(=O)C(c1ccc(C)o1)N(CCOC)C(=O)Cn1nnc2ccccc21 (configuration not stated)	-2	9	1	-2.2	0	1	-2	-12	9
Cc1ccc(C)c(C(=O)N(C)CC(=O)Nc2ccccc2C(F)(F)F)c1	-4	18	12	-1.7	11	6	-2	-1	14
O=C1N[C@@H](Cc2cnc[nH]2)C(=O)N2CCC[C@@H]12	-3	-1	-16	0.0	11	10	-10	5	5
COc1ccc([N+](=O)[O-])cc1-c1nc2ccccc2nc1-c1ccccc1	-2	37	38	0.7	10	6	-2	12	-2
COc1ccc(CC(=O)N/N=C/c2cccs2)cc1OC	-5	6	-5	2.8	-9	-5	0	-3	-12
O=C(CSc1nc2ncccc2[nH]1)NCCc1ccccc1	-3	1	11	-2.0	14	-8	-1	3	5
O=C(COC(=O)CNC(=O)c1ccc(Cl)c([N+](=O)[O-])c1)NNC(=O)c1cccs1	-4	-4	-3	-0.6	6	6	0	1	2
O=C(CCc1ccccc1)NNC(=O)c1ccccc1F	-4	10	5	1.1	-2	-1	-1	13	27
O=C(O)CC(c1ccc(Cl)cc1)N1Cc2ccccc2C1=O (configuration not stated)	-2	6	10	-2.8	-12	-1	-4	-7	2
CC(=O)c1cc(CN2CCN(CCc3ccccc3)C(CCO)C2)cs1 (configuration not stated)	-1	-7	5	1.4	20	-7	-4	7	8
O=C1/C(=C/c2cccs2)SC(=S)N1c1cccc(O)c1	-4	47	41*	2.3	-9	4	10	61*	-20
O=C(CSc1nnc2ccccn12)NNC(=O)c1cccc(Cl)c1	1	-7	-4	2.0	-1	-7	-3	-16	6
COc1ccc(C(C)=O)cc1CC(=O)Nc1ccccc1-c1ccccc1	-3	10	-19	-1.9	3	6	-7	10	2
O=C(c1cc(Br)c(Br)s1)N1CCN(C/C=C/c2ccccc2)CC1	2	-6	28	0.0	4	3	-3	26	-9
Cc1csc(=O)n1CCC(=O)OCC(=O)N(CC(C)C)c1c(N)n(Cc2ccccc2)c(=O)[nH]c1=O	13	8	-9	1.3	6	5	-5	12	7
COc1ccc(CS(=O)(=O)CC2(O)CCN(C(=O)c3cccc(C(F)(F)F)c3)CC2)cc1	-1	18	-1	-0.2	32	-3	-1	12	29
CCC/C=C1/CCCOC(C(=O)NCCNCCO)(C(F)(F)F)C1 (configuration not stated)	-1	-4	-13	-1.5	1	-5	0	0	16
CC(NC(=O)c1ccc(CS(=O)(=O)c2ccc(Cl)cc2)o1)c1ccc2c(c1)OCCO2 (configuration not stated)	-2	25	19	-0.8	-31	-4	-2	5	-5
O=C(NCc1ccccc1F)C1CCCN(C(=O)Nc2ccc(F)cc2)C1 (configuration not stated)	0	3	7	-1.3	-24	-6	-3	-15	-7
O=C(CNC(=O)c1ccco1)OCc1ccc(C(=O)Oc2ccccc2)cc1	5	16	40	4.3	1	-4	5	33	4
CC(C)CCNC(=O)CNC(=S)N(Cc1ccccc1)Cc1cccnc1	0	6	-7	-3.0	5	4	0	5	7
CCOC(=O)CSc1nc(-c2ccccc2)nc2ccccc12	-4	31	4	-0.1	12	2	-3	11	-19
CN1CCN(CCCNC(=O)CCc2nnc3n(Cc4ccccc4Cl)c(=O)c4ccccc4n23)CC1	-2	1	6	-0.5	4	0	-3	9	6
COc1ccccc1C(=O)Nc1ccc2c(c1)nc(CN1CCCCC1)n2C	-2	3	5	-2.1	8	-6	-1	-10	14

Full records, looked up by structure. Values in the order: APJ agonist | tim23-1 inh | tim10-1 inh | UPR CHOP act | APJ antag | CXCR6 inh | XBP1 UPR activ | TIM10 inh | Mdm2-MdmX inh
`CCOC(=O)CSc1nc(-c2ccccc2)nc2ccccc12` is entered as -4 | 31 | 4 | -0.1 | 12 | 2 | -3 | 11 | -19
`O=C(CCc1ccccc1)NNC(=O)c1ccccc1F` is entered as -4 | 10 | 5 | 1.1 | -2 | -1 | -1 | 13 | 27

These rows are one share of the data; the hit share may differ from the screen's.
